IDE inh – inhibitors of human insulin-degrading enzyme in cells; P14735; HEK cells, FAbetaB cleavage, fluorescence polarization; inhibition, % at 5.59 µM; hit rate 0.41% among 320,000; AID 434962;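 active = percent inhibition above the average of all tested compounds plus 3 SD, set per screening campaign, cut at about 16% in these data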;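 also: IDE supplied by intact live HEK cells; FP after avidin binding of uncleaved biotin substrate so inhibition keeps polarization high; 0% = DMSO wells and 100% = 60 µM reference IDE inhibitor Ii1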
Target sequence (P14735 whole entry, looked up): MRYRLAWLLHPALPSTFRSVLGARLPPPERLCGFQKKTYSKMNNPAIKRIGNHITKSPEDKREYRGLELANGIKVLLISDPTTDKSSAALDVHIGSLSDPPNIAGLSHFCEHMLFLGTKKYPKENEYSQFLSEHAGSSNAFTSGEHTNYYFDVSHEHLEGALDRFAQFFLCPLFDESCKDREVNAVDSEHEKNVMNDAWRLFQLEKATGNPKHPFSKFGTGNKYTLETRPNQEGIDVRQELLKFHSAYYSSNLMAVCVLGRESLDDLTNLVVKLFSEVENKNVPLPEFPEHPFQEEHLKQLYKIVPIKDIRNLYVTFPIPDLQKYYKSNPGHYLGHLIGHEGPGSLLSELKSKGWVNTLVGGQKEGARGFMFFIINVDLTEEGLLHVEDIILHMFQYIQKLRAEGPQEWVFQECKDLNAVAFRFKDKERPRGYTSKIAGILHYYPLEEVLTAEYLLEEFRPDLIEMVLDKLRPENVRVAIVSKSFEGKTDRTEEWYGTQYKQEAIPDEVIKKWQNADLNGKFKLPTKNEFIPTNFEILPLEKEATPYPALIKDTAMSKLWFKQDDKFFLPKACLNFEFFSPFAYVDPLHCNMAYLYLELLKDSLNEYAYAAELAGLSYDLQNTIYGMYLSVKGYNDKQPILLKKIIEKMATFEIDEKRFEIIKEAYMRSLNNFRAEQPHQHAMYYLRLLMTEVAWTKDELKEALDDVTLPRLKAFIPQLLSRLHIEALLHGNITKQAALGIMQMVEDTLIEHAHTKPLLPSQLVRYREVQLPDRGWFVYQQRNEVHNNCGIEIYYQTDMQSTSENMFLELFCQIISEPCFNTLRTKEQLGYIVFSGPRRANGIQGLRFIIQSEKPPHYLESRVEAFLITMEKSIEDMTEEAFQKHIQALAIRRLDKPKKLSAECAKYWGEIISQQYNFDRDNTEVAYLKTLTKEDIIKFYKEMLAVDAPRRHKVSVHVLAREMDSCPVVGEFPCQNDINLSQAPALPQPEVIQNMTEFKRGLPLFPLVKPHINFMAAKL
IDE cell activ – boosts human insulin-degrading enzyme activity in HEK cells; P14735; FAbeta-B cleavage, fluorescence polarization; 0% vehicle, 100% cell-free pure enzyme wells; activation, % at 5.96 µM; hit rate 0.073% among 340,000; AID 493087;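 active = activation above the mean of all tested compounds plus 3 SD, set per screening campaign, cut at about 17% in these data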
* marks the source's active call; other numbers are inactive results. These rows are one share of the data, so the mix of outcomes need not match the whole.

canonical_smiles | IDE cell activ | IDE inh
Nc1c(C(=O)CSc2nnc(Nc3ccc(F)cc3)s2)c(=O)[nH]c(=O)n1C1CC1 | 1 | -1
COC(=O)c1ccccc1S(=O)(=O)N1CCC(C(=O)OC(C)C(=O)Nc2ccccc2OC)CC1 (stereo not given) | 0 | -4
Cc1sc2nc(CSC(C)C(=O)N(C)CC(=O)Nc3ccccc3C(F)(F)F)[nH]c(=O)c2c1C (stereo not given) | 3 | 0
CCOC(=O)CSc1nnc(C)c(C)n1 | 6 | 7
O=C(CNc1cc(S(=O)(=O)N2CCOCC2)ccc1NCC1CCCO1)Nc1ccc(C(F)(F)F)cc1 (stereo not given) | 5 | -1
COc1ccc(NC(=O)Nc2cccc3c2O[C@H](CN(C)S(C)(=O)=O)[C@@H](C)CN([C@H](C)CO)C3=O)cc1 | 7 | -8
COc1cccc(NC(=O)CN(C)C(=O)CCNC(=O)c2ccccc2Cl)c1 | 4 | 0
O=C(NC1CCCCC1)c1c(O)nc2sccn2c1=O | -1 | 1
O=C(N/C(=C\c1ccco1)C(=O)N1CCCCC1)c1ccc([N+](=O)[O-])cc1 | -1 | -3
Cc1onc(-c2c(F)cccc2Cl)c1C(=O)Nc1ccc(S(=O)(=O)N2CCOCC2)cc1 | 5 | -1
COc1cccc(/C=C/C(=O)OCC(=O)Nc2cccc(S(=O)(=O)NC3=NCCCCC3)c2)c1 | 2 | -3
CCCNC(=O)C(Cc1ccc(OC)cc1)NC(=O)c1ccc(C#N)cc1 (stereo not given) | 6 | -2
COc1cc(/C=C/C(=O)OCC(=O)Nc2oc(C)c3c(C)n[nH]c(=O)c23)ccc1OC(F)F | -8 | 3
O=C(c1cccc(S(=O)(=O)N2CCc3ccccc32)c1)N1CCOCC1 | 0 | 5
CCCCNc1c(-c2ccc(OC)c(Sc3ccc(OC)cc3)c2)nc2cnccn12 | 0 | 0
O=C1C=C(c2cccc(Cl)c2)C[C@@H](c2ccc(Cl)cc2)C1 | 1 | -2
COC(=O)[C@H](Cc1ccccc1)N(Cc1ccccc1)S(=O)(=O)N(Cc1ccccc1)[C@@H](Cc1ccccc1)C(=O)OC | -2 | 2
O=C(Nc1ccccc1)c1nc[nH]c1C(=O)NCCCCCCNC(=O)c1[nH]cnc1C(=O)Nc1ccccc1 | 5 | 2
COc1ccc(/C=C/c2c(-c3ccc(OC)cc3)sc3cc(OC)c(OC)cc23)cc1 | -1 | -1
COCCN(C(=O)C1CCC1)c1c(N)n(CC(C)C)c(=O)[nH]c1=O | 2 | -1
Cc1noc(C)c1C(=O)N(C)CC(=O)Nc1ccc(F)c(F)c1F | 3 | 2
COc1ccccc1NS(=O)(=O)c1cc(C(=O)NCC(c2cccs2)N2CCOCC2)ccc1C (stereo not given) | -2 | -1
CCCCn1c(N)c(N(CCOC)C(=O)CSc2ccc([N+](=O)[O-])cc2)c(=O)[nH]c1=O | 1 | 2
O=C(COC(=O)[C@@H]1CCCN1C(=O)c1cccs1)Nc1cccc([N+](=O)[O-])c1 | 6 | 3
Cc1ccccc1C(=O)NCC(=O)OCCCOC(=O)CNC(=O)c1ccccc1C | -5 | 4
O=C(COC(=O)/C=C/c1cccc(F)c1)NC1CCCC1 | 1 | 1
Cc1ccc(S(=O)(=O)N(CCC(=O)NCc2ccccc2F)c2ccccc2)cc1 | 2 | -2
O=C(CCN1C(=O)C2CCCCC2C1=O)Nc1nc2ccc(F)cc2s1 (stereo not given) | 5 | -2
Cc1ccc(NC(=S)NC(=O)c2cccs2)cc1F | -1 | 6
COCCN(Cc1ccccc1)C(=O)c1ccc(C(=O)c2ccccc2)cc1 | 1 | -4
O=C(Nc1ccc(Cl)c(S(=O)(=O)N2CCCCC2)c1)C1=COCCO1 | 5 | -5
COc1cccc(CC(=O)N2CCN(S(=O)(=O)c3ccc(Br)cc3)CC2)c1 | 2 | -5
COCCN(CC(=O)Nc1cccc(C)c1C)C(=O)CN1C(=O)NC2(CCCCC2)C1=O | -2 | -2
Cc1ccc(NC(=O)COc2cccc(C)c2C)cc1S(=O)(=O)N1CCCCCC1 | -5 | 2
COc1ccccc1CNC(=O)c1cc(C2CC2)nc2c1cnn2C(C)C | 2 | -3
CC(C)C(C)N(Cc1ccc(C(=O)O)cc1)C(=O)c1ccc2ccccc2n1 (stereo not given) | 2 | -2
COc1ccc(Cl)cc1NC(=O)CN(C)C(=O)CN1C(=O)NC2(CCCC2)C1=O | 3 | 3
O=C(NCCN1CCOCC1)c1cccc(S(=O)(=O)Nc2ccc(Br)cc2)c1 | 1 | -3
CCOc1ccc(NS(=O)(=O)c2ccc(C(=O)N(C)CC(=O)Nc3ccc(C)cc3)cc2)cc1 | -2 | -1
Cc1noc(C)c1S(=O)(=O)Nc1ccc2c(c1)C(=O)N([C@H](C)CO)C[C@H](C)[C@@H](CN(C)C(=O)Nc1ccccc1)O2 | 5 | 5
COc1ccc(C(=O)Nc2ccc(NC(C)=O)cc2)cc1S(=O)(=O)N1CCCC1 | -2 | 0
N#Cc1ccccc1OCC(=O)OCC(=O)Nc1ccc2c(c1)OCO2 | 0 | 2
O=C(NCc1c[nH]c2ccccc12)c1ccccc1 | -2 | -1
COc1ccc(CN(C)C(=O)C2CSC3(C)CCC(=O)N23)cc1OC (stereo not given) | 8 | -5
COc1ccc(-c2nnc(C(C)Nc3cccc(C(=O)NC4CC4)c3)o2)cc1 (stereo not given) | 1 | 8
N#CCc1ccc(OC(=O)c2ccncc2)cc1 | 1 | 10
O=C(Nc1ccccc1OC(F)F)c1ccc(-n2cncn2)c([N+](=O)[O-])c1 | 1 | -3
COc1cc(C(=O)COC(=O)C2CC2(Cl)Cl)cc(OC)c1OC (stereo not given) | 6 | 8
O=C(NCC(c1ccco1)N1CCc2ccccc21)C(=O)Nc1ccccc1F (stereo not given) | 0 | -4
CN(c1ccc(OCC(=O)Nc2cc(Cl)ccc2C(=O)O)cc1)S(=O)(=O)c1ccc(F)cc1 | 2 | 4
C[C@H](NC(=O)c1[nH]cnc1C(=O)N[C@H](C)c1ccccc1)c1ccccc1 | 3 | 0
COc1ccc(N2CCN(C(=O)COC(=O)Cc3ccc(F)cc3)CC2)cc1 | 2 | 0
O=C(O)c1ccc(OS(=O)(=O)c2cccc(C(F)(F)F)c2)cc1 | -3 | -4
CCCCCN(C(=O)CCC(=O)OCC(=O)N(C)Cc1ccccc1C)c1c(N)n(CCCC)c(=O)[nH]c1=O | 0 | 1
O=C(Cc1ccc(F)cc1)NCCS(=O)(=O)N1CCN(c2ccccc2)CC1 | 2 | -3
Cc1ccc(S(=O)(=O)N2CCC(C(=O)Nc3ccccc3N3CCCC3)CC2)c(C)c1 | 2 | -15

(list continues)
canonical_smiles | IDE cell activ | IDE inh
COC(=O)c1ccccc1C(=O)N(c1ccccc1)c1ccccc1 | 3 | -5
COc1cc(OC)cc(C(=O)NNC(=O)c2cc(=O)[nH]c3ccccc23)c1 | 0 | 3
CCN(C(=O)COC(=O)CSc1cc(C)c2ccccc2n1)c1ccccc1 | 0 | -4
Cc1ccc(/C=C/C(=O)OCC(=O)Nc2cccnc2Cl)cc1 | 3 | 1
O=c1oc2ccccc2c(O)c1Sc1ccc(Cl)cc1 | 0 | -3
O=C(COC(=O)c1nc(Cl)ccc1Cl)Nc1ncc(Cl)cc1Cl | 1 | 12
Cc1c(C(=O)OCC(=O)Nc2ccc(N3CCOCC3)cc2)oc2ccccc12 | 7 | 3
COc1ccc(NC(=O)CN(Cc2ccco2)Cc2ccco2)cc1S(=O)(=O)N1CCCCC1 | -1 | -3
OCCc1ccc(O)cc1 | 3 | 9
C[C@@H](NC(=O)c1[nH]cnc1C(=O)Nc1ccc(Cl)cc1)c1ccccc1 | 3 | 0
CCOC(=O)C1CCCN(C(=O)CNC(=O)c2ccc(Br)o2)C1 (stereo not given) | 4 | -3
O=C1CC(C(=O)N2CCN(Cc3ccccc3)CC2)CN1Cc1ccccc1 (stereo not given) | 4 | 6
C[C@H]1COC(=O)[C@H](CC(=O)OC(C)(C)C)C/C=C\C[C@@H](CC(=O)N(CCO)Cc2ccccc2)C(=O)N1 | 2 | 7
NCCCn1c(C(=O)c2ccc(Cl)cc2)c2ccc([N+](=O)[O-])cc2[n+]1[O-] | 3 | -7
COC(=O)c1cc(C(=O)OCC(=O)NC(=O)c2ccccc2)cc([N+](=O)[O-])c1 | 1 | 0
CCC[C@@H](CN1CCC[C@H]1CN1C(N)=NC[C@H]1C(C)C)N1C[C@@H]([C@H](C)CC)N(CCCC2CCCC2)C1=N | 4 | 8
CN(c1ccccc1)S(=O)(=O)c1ccc(C(=O)N2CCCC2)cc1 | -1 | 2
COc1ccccc1C(C)NC(=O)CCNC(=O)c1ccc(Cl)cc1 (stereo not given) | -4 | -2
Cc1ccc(S(=O)(=O)N2CCC(C(=O)OCC(=O)NCc3cccc(Cl)c3)CC2)cc1C | 4 | -2
COC(=O)C1OC(OC2CC[C@]3(C)C(CC[C@@]4(C)[C@@H]3CC=C3[C@@H]5CC(C)(C)CC[C@]5(C(=O)OC5OC(CO)C(O)C(O)C5O)CC[C@]34C)C2(C)C)C(O)C(O)C1O[C@H]1OCC(O)C(O)C1O (stereo not given in full) | -1 | 3
CCCCCN(C(=O)CCC(=O)OCCOc1ccc(OCC)cc1)c1c(N)n(CCCC)c(=O)[nH]c1=O | -19 | 5
Cc1cc(NC(=O)CSCC(=O)N(C)Cc2ccc(Cl)cc2Cl)no1 | 0 | 0
O=C(OCc1ccccc1)c1ccccc1 | 3 | -2
CC1CC(C)CN(CC(O)COC2CC(C)CC(C)(C)C2)C1 (stereo not given) | 6 | 8
O=C1N[C@@H](c2ccccc2)COC(=O)[C@@H](Cc2ccc(F)cc2)CC/C=C/C[C@H]1CC(=O)N(CCO)Cc1ccccc1 | 2 | 0
COc1ccc2oc(C(=O)OCC(=O)N(C)CC(=O)Nc3ccc(F)cc3)c(C)c2c1 | 0 | 12
CC[C@@]1(C(=O)OC)N[C@H](CN(C)S(=O)(=O)c2ccc(-c3ccccc3)cc2)[C@@H]2C(=O)N(C)C(=O)[C@@H]21 | -1 | 4
CC[C@@H]1C=C(C(=O)O)[C@H](c2ccc(C)cc2)N1S(=O)(=O)c1ccc(C)cc1 | 2 | -1
O=C(CCc1nc2sc3c(c2c(=O)[nH]1)CCCC3)Nc1ccccc1Cl | 1 | -8
Cc1cccc(NC(=O)c2ccc(S(=O)(=O)N3CCCCCC3)cc2)n1 | 0 | 2
C=CCn1c(SCC(=O)Nc2c(C)n(C)n(-c3ccccc3)c2=O)nc2ccccc2c1=O | 4 | -2
Cc1nn(-c2ccccc2)c2[nH]c(=O)cc(C(F)F)c12 | 1 | 5
CC(C)c1cc(C(C)C)c(S(=O)(=O)N2CCNCC2)c(C(C)C)c1 | 2 | -3
CCN(CC(=O)NCc1cccs1)S(=O)(=O)c1ccc(F)cc1 | 3 | 1
O=C1C=C(c2cccc(O)c2)CCC1 | -1 | 0
C[C@H]1CN([C@@H](C)CO)C(=O)c2cccc(NC(=O)c3ccc(-c4nccs4)cc3)c2O[C@@H]1CN(C)C(=O)NC1CCCCC1 | 6 | -3
CN(C)C1(CNC(=O)C2CCN(S(=O)(=O)c3c(Cl)cccc3Cl)CC2)CCCCC1 | 6 | -2
COc1ccc2c(c1)[C@H]1[C@H](CO2)[C@H](c2ccccc2)[C@]2(C)C(=O)Nc3ccc(F)cc3C(=O)N12 | 0 | -2
Cc1ccc2c(CC(=O)NNC(=O)c3ccccc3O)coc2c1 | 6 | 1
CC(=O)Nc1cc(NC(C)=O)cc(C(=O)OCC(=O)N(c2ccccc2)C2CCS(=O)(=O)C2)c1 (stereo not given) | 1 | 1

Entries of single compounds from above. Order of values: IDE cell activ, IDE inh
CC(C)c1cc(C(C)C)c(S(=O)(=O)N2CCNCC2)c(C(C)C)c1 across the screens: 2, -3
COc1ccc2c(c1)[C@H]1[C@H](CO2)[C@H](c2ccccc2)[C@]2(C)C(=O)Nc3ccc(F)cc3C(=O)N12 across the screens: 0, -2
CCN(CC(=O)NCc1cccs1)S(=O)(=O)c1ccc(F)cc1 across the screens: 3, 1
Cc1ccc2c(CC(=O)NNC(=O)c3ccccc3O)coc2c1 across the screens: 6, 1
C[C@H]1CN([C@@H](C)CO)C(=O)c2cccc(NC(=O)c3ccc(-c4nccs4)cc3)c2O[C@@H]1CN(C)C(=O)NC1CCCCC1 across the screens: 6, -3

Next results follow.
canonical_smiles | IDE cell activ | IDE inh
COc1ccc(C(=O)Nc2ccc(O)c3ccccc23)cc1OC | 4 | 1
CC(Sc1nnc(CN2CCCC2)n1Cc1ccccc1)C(=O)Nc1ccccc1 (stereo not given) | 0 | 4
Cc1cccc(Nc2ccc(S(=O)(=O)N3CCOCC3)cc2[N+](=O)[O-])c1 | -2 | -3
CCN(CC)C(=O)c1nc[nH]c1C(=O)N1CCN(C(=O)OC(C)(C)C)CC1 | 5 | -1
CCN(C(=O)C(C)OC(=O)c1nn(-c2ccccc2C(F)(F)F)cc1O)c1ccccc1 (stereo not given) | 5 | -1
Cc1nc2ccccn2c(=O)c1NC(=O)c1cccs1 | -4 | 1
O=C(CSc1nnc(-c2ccncc2)o1)Nc1cc(Cl)ccc1C(=O)O | -2 | 4
CCOC(=O)[C@@H]1[C@H]2COc3cc(OC)ccc3[C@H]2N2C(=O)N(c3ccc(C(F)(F)F)cc3)C(=O)[C@]12C | 3 | -2
CCN1C(=O)[C@H]2[C@@H](c3ccc(-c4cccc(Cl)c4)c(OC)c3)N[C@@](C)(C(=O)OC)[C@H]2C1=O | 3 | 0
CCN(CC(=O)Nc1c(F)cccc1F)C(=O)c1ccc(Sc2nncn2C)c([N+](=O)[O-])c1 | -4 | -4
CCN(CC)S(=O)(=O)c1ccc(N2CCOCC2)c(NC(=O)c2ccc(N3CCCC3=O)cc2)c1 | 7 | 1
Cc1nc2ccc(NC(=O)CS(=O)(=O)c3ccccc3)cc2s1 | 5 | 2
CCN(CC(=O)NCc1ccc(Cl)cc1)C(=O)c1cccc(S(=O)(=O)Nc2ccc(OC)cc2)c1 | 2 | 2
N#CC1(NC(=O)CSc2nnc(Cc3ccccc3)o2)CCCCC1 | -1 | -3

From PubChem
